TRPC6 inh: blocks the mouse TRPC6 cation channel; Q61143; HEK293-TRPC6, membrane potential dye, ACh-evoked depolarization; stronger effect = lower value; B-score at 10 µM; hit rate 1.1% among 310,000; AID 2553;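 active = B-score under library mean minus 3 SD, initial fluorescence not abnormally high, positive integrated signal ratio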;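 note: B-score derived from integrated fluorescence ratio over the kinetic read; more negative B-score means stronger inhibition of depolarization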
SKKanGAS inh: SKKanGAS growth inhibition; S. pyogenes SKKanGAS, kanamycin growth, BacTiter-Glo, 6 h; inhibition, % at 7.5 µM; hit rate 1.3% among 300,000;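 active = mean replicate score, as percent of positive control median, at least 50; inconclusive = mean below 50 but one replicate at or above 50; inactive = mean and every replicate below 50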;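 note: strain carries kanamycin resistance gene driven by streptokinase promoter and grows in 40 µg/ml kanamycin; loss of luminescence reflects streptokinase promoter inhibition or plain growth inhibition; 0% = median of DMSO wells and 100% = positive control at its reference dose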
MrgX1 PAM: allosterically activates human MrgX1 receptor signaling; MrgX1-HEK293, Fluo-4 calcium flux, FDSS; stronger effect = higher value; hit rate 0.63% among 310,000; B-score at 10 µM;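 active = plate-corrected calcium response at least 3 library SD above typical, normal starting fluorescence, not activating the receptor alone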;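 note: compound read alongside a low EC10 to EC30 dose of BAM8-22 agonist; peak minus trough fluorescence over baseline measured at the second addition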
TRPC4 act: opens the mouse TRPC4 cation channel; HEK293 TRPC4beta/mu-opioid, Fluo4 calcium fluorescence; stronger effect = higher value; B-score at 10 µM; hit rate 0.49% among 310,000;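 active = B-score above 5 SD of library B-scores, and initial fluorescence ratio not above library mean plus 5 SD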;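 note: positive B-score marks a calcium rise read as TRPC4 activation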
Target sequence (Q9QUQ5 whole entry, looked up): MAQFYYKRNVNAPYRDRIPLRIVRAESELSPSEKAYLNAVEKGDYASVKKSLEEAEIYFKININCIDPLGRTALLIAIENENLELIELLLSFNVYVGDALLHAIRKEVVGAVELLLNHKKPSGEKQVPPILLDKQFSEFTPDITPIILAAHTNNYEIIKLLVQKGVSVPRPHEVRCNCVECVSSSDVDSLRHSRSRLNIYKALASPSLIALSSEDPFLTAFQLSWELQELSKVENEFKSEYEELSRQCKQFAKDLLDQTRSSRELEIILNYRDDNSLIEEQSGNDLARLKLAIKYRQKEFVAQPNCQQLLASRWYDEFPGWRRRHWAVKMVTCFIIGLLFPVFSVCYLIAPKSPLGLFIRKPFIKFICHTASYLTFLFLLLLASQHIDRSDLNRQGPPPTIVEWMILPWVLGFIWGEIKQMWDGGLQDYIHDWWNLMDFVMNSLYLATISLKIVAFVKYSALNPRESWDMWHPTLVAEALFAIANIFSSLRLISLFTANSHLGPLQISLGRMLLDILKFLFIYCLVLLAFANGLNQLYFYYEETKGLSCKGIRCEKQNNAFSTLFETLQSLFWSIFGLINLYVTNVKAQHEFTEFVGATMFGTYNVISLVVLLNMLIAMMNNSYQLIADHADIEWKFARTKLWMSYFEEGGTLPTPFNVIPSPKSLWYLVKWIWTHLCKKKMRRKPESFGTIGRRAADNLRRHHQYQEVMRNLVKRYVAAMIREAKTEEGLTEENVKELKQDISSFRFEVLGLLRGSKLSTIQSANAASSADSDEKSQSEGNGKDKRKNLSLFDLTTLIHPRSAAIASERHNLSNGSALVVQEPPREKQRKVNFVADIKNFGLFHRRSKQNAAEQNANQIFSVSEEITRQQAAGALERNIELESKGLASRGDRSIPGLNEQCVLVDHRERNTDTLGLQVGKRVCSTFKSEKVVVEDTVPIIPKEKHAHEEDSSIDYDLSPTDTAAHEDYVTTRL
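Test system: HEK293 cells stably co-expressing mouse TRPC4beta and mu-opioid receptor | Schedule: Fluo4 dye loading 45 min at room temperature, 110 s recording | Measured by: Kinetic Fluo4 calcium fluorescence, 5 s baseline at 1 Hz | Evaluation: B score of integrated ratio | Controls: Buffer (low) and maximal DAMGO (high)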
TRPC6 activator: activators of mouse TRPC6 channel; Q61143; HEK293-TRPC6 membrane potential dye fluorescence; stronger effect = higher value; B-score at 10 µM; hit rate 0.13% among 310,000; AID 2550;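 active = B-score of the integrated fluorescence ratio above library mean plus 3 SD, and starting fluorescence ratio within library mean plus 5 SD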;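 note: higher score means more depolarization so channel activation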
TRPC4 block: inhibitors of mouse TRPC4 channel; Q9QUQ5; HEK293 TRPC4beta/mu-opioid, DAMGO-evoked Fluo4 calcium flux; stronger effect = lower value; B-score at 10 µM; hit rate 0.39% among 300,000; AID 2247;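 active = B-score over 3 SD under the library average, no early fluorescence shift, positive overall ratio signal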
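System: stable TRPC4beta/mu-opioid receptor HEK293 cells; Dosing: single-point compound dosing; Measured by: Fluo4 Ca2+ flux fluorescence; Read-out basis: per-well B score of integrated baseline-normalized Fluo4 ratio.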
ANO1 activ: mouse TMEM16A channel activation, primary screen | Q8BHY3 | HEK293 TMEM16A/YFP-H148Q/I152L, iodide quench fluorescence; stronger effect = lower value | B-score at 10 µM | hit rate 0.3% among 340,000;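 active = fluorescence-ratio B-score plate-corrected deviation score at least 3 library SD below zero, with starting fluorescence score within 5 deviations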;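 note: channel opened by trigger with iodide after compound preincubation; score built on the fluorescence ratio of max minus min over baseline; more negative score means more quench and so TMEM16A activation or potentiation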
MrgX1 agonist: human MrgX1 receptor agonism, primary screen. B-score at 10 µM. Q96LB2. MrgX1-HEK293 cells, Fluo-4 calcium fluorescence, agonist mode; stronger effect = higher value. hit rate 0.44% among 310,000;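 active = calcium response B-score plate-corrected fluorescence ratio at least 3 library SD, with starting fluorescence B-score inside 5 SD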
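Material: MrgX1-expressing HEK293 cells; input: 15,000 cells per well; doses: test compound given as first of three sequential additions; schedule: overnight plating before 1 h dye loading; technique: Fluo-4 NW calcium-flux fluorescence, kinetic read; evaluation: baseline-normalised fluorescence change ratio, B-scored; control set: plate-wise positive and negative controls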
ANO1 block: inhibitors of mouse TMEM16A calcium-activated chloride channel. normalized B-score (activity score, 25-100; higher = stronger inhibition) at 10 µM. HEK293 TMEM16A/YFP iodide influx fluorescence, ionomycin. hit rate 1.2% among 310,000. AID 588511;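 active = ratio plate-corrected score three or more library SD toward inhibition, starting fluorescence score within five deviations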;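 note: score derived from kinetic fluorescence span divided by baseline fluorescence per well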
MrgX1 antagonist: blocks BAM8-22 activation of human MrgX1 receptor | hit rate 1.3% among 310,000 | AID 588676 | MRGX1-HEK293 calcium flux, Fluo-4, BAM8-22 antagonism; stronger effect = lower value | Q96LB2 | B-score at 10 µM;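 active = calcium-response B-score plate-corrected more than 3 library SD below zero, starting fluorescence within 5 deviations, no agonist response on first addition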;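 note: peak minus trough fluorescence over baseline after final BAM8-22 challenge near maximal dose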
TRPC4 PAM: TRPC4 (mouse) allosteric potentiation. Q9QUQ5. HEK293 TRPC4beta/mu-opioid, DAMGO EC20, Fluo-4 Ca2+ flux; stronger effect = higher value. B-score at 10 µM. hit rate 0.42% among 310,000;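 active = B-score of calcium response area above 5 SD of library B-scores, with initial fluorescence ratio within 5 SD of library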;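 note: B-score of integrated fluorescence ratio over time as area under calcium response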
Starred values were filed as active, the others as inactive; i = inactive; ? = inconclusive; . = no result given. Compounds were not picked by outcome; overall some 6.7% were active at least once.

SMILES | TRPC6 inh | SKKanGAS inh | MrgX1 PAM | TRPC4 act | TRPC6 activator | TRPC4 block | ANO1 activ | MrgX1 agonist | ANO1 block | MrgX1 antagonist | TRPC4 PAM
Cc1ccc(S(=O)(=O)/N=C/c2ccco2)cc1 | i | -0.6 | i | i | i | i | i | i | i | i | i
O=C(NC1(C(F)(F)F)NC(=O)N(c2ccc(F)c(Cl)c2)C1=O)c1ccncc1 (stereo not given) | i | 2.1 | i | i | i | i | i | i | i | i | i
Cc1ccccc1N/N=C/c1ccc(N2CCOCC2)cc1 | i | -19.6 | i | i | i | i | i | i | i | i | i
Nc1c(C(=O)Nc2nccs2)sc2nc(-c3cccs3)cc(C(F)(F)F)c12 | i | 9.6 | i | i | i | i | i | i | i | i | i
CC1CN(S(=O)(=O)c2ccc(C(=O)NN3CCN(C)CC3)cc2)CC(C)O1 (stereo not given) | i | 2.9 | i | i | i | i | i | i | i | i | i
COc1ccc([C@@H]2[C@@H]3C(=O)N(C(C)(C)C)C(=O)[C@@H]3[C@]3(Cc4ccccc4)C(=O)N(c4cccc(C)c4)C(=O)N23)cc1 | i | 1.5 | i | i | i | i | i | i | i | i | i
CSc1nnc(NC(=O)c2ccc3c(c2)OCO3)s1 | i | 6.6 | i | i | i | i | i | i | i | i | i
Cc1ccc(C(=O)N(CC#N)CC#N)cc1C | i | -10.9 | i | i | i | i | i | i | i | i | i
CC(C)CNC(=O)COC(=O)c1c2c(nc3ccccc13)/C(=C/c1cccs1)CC2 | i | 22.7 | i | i | i | i | i | i | i | i | i
Clc1cccc(CSc2nnc(-c3c[nH]c4ccccc34)o2)c1 | i | 6.4 | i | i | i | i | i | i | i | i | i
COc1ccc(Cl)cc1NC(=O)CN1C(=O)CC(C)S(=O)(=O)c2ccccc21 (stereo not given) | i | -9.8 | i | i | i | i | i | i | i | i | i
CNC1(c2nnnn2-c2ccccc2C)CCOC(C)(C)C1 (stereo not given) | i | -1.9 | i | i | i | i | i | i | i | i | i
CCCN(CCC)CCCNC(=O)c1cc2cc3ccc(OC)cc3nc2o1 | i | 1.1 | i | i | i | i | i | i | i | i | i
COc1cc(C(=O)N2CCN(C(=O)C3COc4ccccc4O3)CC2)cc(OC)c1OC (stereo not given) | i | 1.9 | i | i | i | i | i | i | i | i | i
O=C(Cc1nnc(NC(=O)c2cccc([N+](=O)[O-])c2)s1)NCc1ccccc1 | i | 3.4 | i | i | i | i | i | i | i | i | i
Cc1cc(OC(C)C(=O)N2CCN(c3ccc(F)cc3)CC2)c2c(C)c(C)c(=O)oc2c1 (stereo not given) | i | -5.0 | i | i | i | i | i | i | i | i | i
CNC(=O)c1c(NC(=O)c2cc(-c3cc(C)c(C)cc3O)n[nH]2)sc2c1CCCC2 | i | -3.1 | i | i | i | i | . | i | i | i | i
CCCCS(=O)(=O)N1CCCC(C(=O)Oc2ccc(Cl)cc2)C1 (stereo not given) | i | -0.8 | i | i | i | i | i | i | i | i | i
Cc1ccc2cc(CCNC(=O)c3cccc([N+](=O)[O-])c3)c(=O)[nH]c2c1C | i | -4.5 | i | i | i | i | i | i | i | i | i
Cc1ccc2nc(N(CCCN(C)C)C(=O)c3ccc(S(=O)(=O)N4CCOCC4)cc3)sc2c1 | i | ? | i | i | i | i | i | i | i | i | i
Cn1c(SCC(=O)Nc2cccc(F)c2)nc2c([nH]c3ccccc32)c1=O | i | -7.0 | i | i | i | i | i | i | i | i | i
COc1cccc(C2=NOC(C(=O)NCc3ccccn3)C2)c1 (stereo not given) | i | 3.1 | i | i | i | i | i | i | i | i | i
CCOc1cc(/C=C(/C#N)c2nc3ccccc3[nH]2)ccc1Oc1ccc([N+](=O)[O-])cn1 | i | 13.3 | i | i | i | i | i | i | i | i | i
CC1=NOC(=O)/C1=C\c1ccccc1 | i | -7.7 | i | i | i | i | i | i | i | i | i
C/C(CC(=O)Nc1ccc(F)cc1)=N\NC(=O)c1ccccn1 | i | -4.0 | i | i | i | i | i | i | i | i | i
CCOc1ccc(-n2c(SCc3nc(-c4cccs4)no3)nnc2-c2ccncc2)cc1 | i | -2.8 | i | i | i | i | i | i | i | i | i
O=C(N/N=C/c1ccco1)c1cccc(S(=O)(=O)Nc2ccccc2Cl)c1 | i | 4.7 | i | i | i | i | i | i | i | i | i
CN1CCCN(CC(O)COCc2cccs2)CC1 (stereo not given) | i | 3.8 | i | i | i | i | i | i | i | i | i
Cn1c(=O)c2c(nc(NCC3CCCO3)n2Cc2cccc(Br)c2)n(C)c1=O (stereo not given) | i | 3.1 | i | i | i | i | i | i | i | i | i
COCCCNC(=O)CN(c1cccc(Cl)c1C)S(C)(=O)=O | i | -0.7 | i | i | i | i | i | i | i | i | i
COc1cccc(C2CC(c3ccccc3)Nc3nc(N)nn32)c1 (stereo not given) | i | -3.0 | i | i | i | i | i | i | i | i | i
O=C(NCC1CCCO1)c1ccc(COc2ccccc2Br)cc1 (stereo not given) | i | -5.9 | i | i | i | i | i | i | i | i | i
CC(C)(C)c1ccc(/C=C/C(=O)NCCCN2CCOCC2)cc1 | i | -2.9 | i | i | i | i | i | i | i | i | i
CCCCN=C(NNc1ccc(Br)cc1)C(=O)OCC | i | 9.1 | i | i | i | i | i | i | i | i | i
COC(=O)CCS(=O)(=O)c1ccc(Cl)c(Cl)c1 | i | -5.0 | i | i | i | i | . | i | i | i | i
Cc1cccc(Nc2ncnc3nc[nH]c23)c1C | i | -5.4 | i | i | i | i | i | i | i | i | i
Cc1cccc(NC(=O)CCS(=O)(=O)c2ccc3c(c2)oc(=O)n3C)c1 | i | 8.1 | i | i | i | i | i | i | i | i | i
O=C(Cc1cccs1)NCc1cccc(F)c1 | i | 3.4 | i | i | i | i | i | i | i | i | i
Cc1c(C(=O)N2C[C@@H](C)O[C@@H](C)C2)oc2c(F)cccc12 | i | -2.2 | i | i | i | i | i | i | i | i | i
CC(C)NC(=O)CCCOc1ccc(Cl)cc1Cl | i | -4.9 | i | i | i | i | i | i | i | i | i
CC(OC(=O)/C=C/c1cccs1)C(=O)NC1CCCCC1C (stereo not given) | i | 0.3 | i | i | i | i | i | i | i | i | i
COc1ccc(C2c3c(-c4ccccc4O)n[nH]c3C(=O)N2CCc2ccc(OC)c(OC)c2)cc1 (stereo not given) | i | 8.9 | i | i | i | i | i | i | i | i | i
Cc1cc2occ(CC(=O)Nc3nccs3)c2cc1C(C)C | i | 12.5 | i | i | i | i | i | i | i | i | i
C=C(C)COc1ccc(-c2n[nH]c(C)c2-c2ccccc2OC)c(O)c1 | i | 10.6 | i | i | i | i | i | i | i | i | i
CCN(CC)S(=O)(=O)c1cc(NC(=O)c2ccc(-n3cncn3)c([N+](=O)[O-])c2)ccc1C | i | 25.8 | i | i | i | i | i | i | 100* | i | i
CCNC(=O)CSc1nnc(-c2ccccc2)n1-c1ccc(OCC)cc1 | i | -2.3 | i | i | i | . | i | i | i | i | i
CCCCn1c(=O)c(CCC(=O)OCC(=O)Nc2cc(Cl)ccc2OC)nc2ccccc21 | i | 6.5 | i | i | i | i | i | i | i | i | i
c1csc(CNCc2ccncc2)c1 | i | -1.5 | i | i | i | i | i | i | i | i | i
O=C(NCC1(N2CCOCC2)CCCCC1)c1ccc(Cl)c(S(=O)(=O)NCc2ccco2)c1 | i | -4.6 | i | i | i | i | i | i | 100* | i | i
Cc1[nH]c(C)c(S(=O)(=O)NCc2ccc(OC(C)C)cc2)c1C(=O)N1CCCC1 | i | -3.8 | i | i | i | i | i | i | i | i | i
O=C(CCC1CCCN(C2C3CC4CC(C3)CC2C4)C1)NCc1ccc(F)c(F)c1 (stereo not given) | i | -8.0 | i | i | i | i | i | i | i | i | i
Cc1nn(Cc2ccccc2)c(C)c1CCC(=O)O | i | 0.3 | i | i | i | i | i | i | i | i | i
Cc1ccc(OCC(=O)NNC(=O)c2cc3ccccc3o2)cc1C | i | 1.6 | i | i | i | i | i | i | i | i | i
O=C(NC1CC2CCCC(C1)N2C(=O)Nc1ccccc1)c1ccncc1 (stereo not given) | i | -0.7 | i | i | i | i | i | i | i | i | i
CC(C)(C)OC(=O)N1CCC(c2c(C(=O)O)cnn2-c2ccccc2)CC1 | i | 1.5 | i | i | i | . | i | i | i | i | i
COc1cccc2c(=O)n(CC(=O)NC3CCCC3)ccc12 | i | -2.8 | i | i | i | i | i | i | i | i | i
CCCCn1c(N)c(N(CC(C)C)C(=O)c2cccc(S(=O)(=O)N3CC(C)OC(C)C3)c2)c(=O)[nH]c1=O (stereo not given) | i | -3.8 | i | i | i | i | i | i | i | i | i
C=CCn1c(N)c(C(=O)OC(C)CC)c2nc3ccccc3nc21 (stereo not given) | i | -11.9 | . | i | i | i | i | . | . | . | i
CCCCCC(=O)Nc1ccc2oc(-c3cccnc3)nc2c1 | i | -6.1 | i | i | i | i | i | i | i | i | i
O=C(O)C1CC=CCC1C(=O)Nc1cccnc1 (stereo not given) | i | 2.4 | i | i | i | i | i | i | i | i | i

Further results
SMILES | TRPC6 inh | SKKanGAS inh | MrgX1 PAM | TRPC4 act | TRPC6 activator | TRPC4 block | ANO1 activ | MrgX1 agonist | ANO1 block | MrgX1 antagonist | TRPC4 PAM
COc1cc(OC)cc(C(=O)NC(=S)N2CCCCCC2)c1 | i | 35.2 | i | i | i | i | i | i | i | i | i
C=C(C)CSc1nnc([C@@H]2CCCN2C(=O)OC(C)(C)C)o1 | i | -6.6 | i | i | i | i | i | i | i | i | i
CC(C)C(=O)Nc1nnc(NC(=S)Nc2ccccc2)s1 | i | -1.4 | i | i | i | i | i | i | i | i | i
Cc1ccccc1SCC(=O)Nc1cc(S(=O)(=O)N2CCOCC2)ccc1N1CCOCC1 | i | -12.7 | i | i | i | i | i | i | i | i | i
Cc1cc(NC(=O)c2ccccc2Oc2ccccc2)no1 | i | -2.8 | i | i | i | i | i | i | i | i | i
CC(=O)c1ccc(NC(=O)C(C)N2CCN(C/C=C/c3ccccc3)CC2)cc1 (stereo not given) | i | -14.4 | i | i | i | i | i | i | i | i | i
